MRP reversal = MRP-mediated drug resistance reversal; differential viability (reversal), % at 10 µM; H69AR cells + 2 uM doxorubicin, CellTiter-Glo, 72 h; hit rate 0.04% among 85,000;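 active = viability drop by adding the cancer drug above about 55%, with treated viability meeting a 40% cutoff, limit read from the data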;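 also: viability without doxorubicin minus viability with 2 µM doxorubicin for each compound; larger differential means the compound sensitizes cells more to doxorubicin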
NFkB transloc inh = blocks IL-1B driven NFkB nuclear translocation in HUVEC cells. hit rate 0.43% among 94,000. inhibition, % at 2 µM. AID 796. HUVEC IL-1B NFkB p65 nuclear translocation imaging;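 active = inhibition above about 30% together with a positive call from visual inspection of the well image, limit read from the data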;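 also: nuclear over cytoplasmic p65 intensity ratio measured by imaging; 0% = IL-1B stimulated DMSO wells and 100% = unstimulated DMSO wells; values of inactives mirror those of a sister screen read the other way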
Bcl-B TR3 displacers = displacers of TR3 peptide from Bcl-B, primary screen, selectivity assay for Bfl-1 inhibitor project, biochemical, fluorescence polarization. FP displacement of FITC-TR3 peptide from Bcl-B; higher % means a stronger effect. displacement, % at 20 µM; hits with a dose series show IC50 in µM. hit rate 0.11% among 96,000. AID 748;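 active = displacement above 50% at 20 µM plus a fluorescence interference ratio under 1.5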;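 also: plate controls were wells without compound for no effect and wells lacking Bcl-B protein for full effect; a part of the inactive calls stands beside numbers as strong as those of hits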
PLAP inhibitors HTS = inhibition of human placental alkaline phosphatase – biochemical, luminescence, HTS (AID 690) | purified PLAP, luminescent substrate; higher % means a stronger effect | hit rate 0.08% among 96,000 | one-dose inhibition, % at 20 µM; IC50 in µM for titrated hits; in the data active = a potency from the dose series; inactive = the rest, 99 in 100 with inhibition below about 30%; also: strong numbers were not always called active
NFkB transloc pot = enhances IL-1B driven NFkB nuclear translocation | HUVEC IL-1B NFkB p65 nuclear translocation imaging | activation, % at 2 µM | hit rate 0.3% among 94,000 | AID 819;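 active = activation above 40%, about the mean plus 3 SD, also judged a hit on visual image review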;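 also: percent activation is computed from the nuclear over cytoplasmic p65 intensity ratio; values of inactives mirror those of a sister screen read the other way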
MRP reversal cytotoxicity = second read-out of MRP reversal, no call of its own (marks repeat the call); viability, %; H69AR cells, CellTiter-Glo, 72 h; measured here: cytotoxicity without doxorubicin
MRP reversal with doxorubicin = recorded beside MRP reversal, whose call it bears; viability, %; measured here: viability with 2 uM doxorubicin; hits give low values
NFkB transloc inh cell count 2 µM = recorded beside NFkB transloc inh, whose call it bears; cell count; measured here: cells passing quality filter;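 raw number of nuclei counted in each imaged well without normalization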
NFkB transloc pot cell count 2 µM = also measured in NFkB transloc pot; calls as there; cell count; measured here: cells passing quality filter
Numbers without * were called inactive; nt = not tested or not shown. Not all compounds are listed; the hit share may differ from the screen's.

The first 2 records as a preview:
Molecule,MRP reversal,MRP reversal cytotoxicity,MRP reversal with doxorubicin,NFkB transloc inh,NFkB transloc inh cell count 2 µM,Bcl-B TR3 displacers,PLAP inhibitors HTS,NFkB transloc pot,NFkB transloc pot cell count 2 µM
CC1N/C(=C\C(=O)c2ccccc2)N(O)C1(C)C (configuration not stated),1,96,95,-4,199,-3%,1%,4,199
c1ccc(CC2CCN(c3nnnn3-c3ccccc3)CC2)cc1,8,97,89,1,110,-2%,0%,-1,110

The whole of this part, repeating the preview:
Molecule,MRP reversal,MRP reversal cytotoxicity,MRP reversal with doxorubicin,NFkB transloc inh,NFkB transloc inh cell count 2 µM,Bcl-B TR3 displacers,PLAP inhibitors HTS,NFkB transloc pot,NFkB transloc pot cell count 2 µM
CC1N/C(=C\C(=O)c2ccccc2)N(O)C1(C)C (configuration not stated),1,96,95,-4,199,-3%,1%,4,199
c1ccc(CC2CCN(c3nnnn3-c3ccccc3)CC2)cc1,8,97,89,1,110,-2%,0%,-1,110
Cc1ccc(NC(=O)COS(=O)c2ccc(C)cc2)cc1 (configuration not stated),1,93,92,-10,137,-9%,8%,10,137
CCOc1ccc(NC(=O)COc2nsnc2N2CCCCC2)cc1,8,94,86,6,88,-20%,12%,-6,88
CCOC(=O)N1CCN(C(=O)c2ccc(CNS(=O)(=O)c3ccc(OC)cc3)cc2)CC1,10,80,71,-25,129,-1%,-39%,25,129
N#Cc1nc(-c2cccc3ccccc23)oc1NCCN1CCOCC1,-5,76,80,-12,180,1%,-67%,12,180
O=C(NCc1ccc(Cl)cc1)c1noc2c1CCCC2,13,105,93,nt,nt,-9%,12%,nt,nt
CCCCn1nnnc1NCc1ccc(N(CC)CC)cc1,8,91,83,-8,130,-6%,30%,8,130
CCN(Cc1ccccc1)C(=O)CSc1nc(C)cc(C)c1C#N,nt,nt,nt,-5,80,4%,8%,5,80
CCOC(=O)N1CCN(C(=O)COc2ccc(Cl)cc2C)CC1,5,95,90,-2,89,-4%,-1%,2,89
CCn1c(Cc2cccs2)nnc1SCC(=O)c1ccc(C)cc1,5,84,80,-9,100,-6%,-50%,9,100
C=CCn1c(N)c(C(=O)Nc2cccc(C)c2)c2nc3ccccc3nc21,nt,nt,nt,0,95,30%,-13%,0,95
COc1cc(C)c(C#N)c(OC)n1,-4,90,94,8,129,-13%,0%,-8,129
Cc1cccc(NC(=O)c2cc(NC(=O)C3CC=CCC3C(=O)O)ccc2N2CCOCC2)c1 (configuration not stated),9,92,83,-9,161,-2%,-46%,9,161
Cc1nc2ncnn2c(N2CCCC(C(=O)Nc3ccc4c(c3)CCC4)C2)c1C (configuration not stated),-17,64,82,nt,nt,-14%,-105%,nt,nt
O=C(Cn1cnc2c(nnn2Cc2ccccc2F)c1=O)NCC1CCCO1 (configuration not stated),-3,95,98,0,95,nt,nt,0,95
O=C(OCc1nnc(-c2ccccc2)o1)c1ccc2ccccc2n1,-1,89,90,-18,145,4%,11%,18,145
Cc1cc(Br)ccc1OCc1nc(-c2cccnc2)no1,2,92,90,-1,106,-2%,12%,1,106
Cc1nn(CCOc2ccccc2)c(=O)n1-c1ccc(F)cc1,nt,nt,nt,-2,96,-6%,-13%,2,96
CCCCC(=O)NCCNC(=O)c1cc(OCC(F)(F)F)ccc1OCC(F)(F)F,1,94,93,-13,90,-10%,-2%,13,90
Cc1ccc2c(c1)c1c3n2CCCNC3CCC1 (configuration not stated),nt,nt,nt,-16,122,17%,-8%,16,122
COc1cc2cc(CN(CCN3CCCC3)C(=O)Nc3ccccc3Cl)c(=O)[nH]c2cc1OC,-4,94,99,-1,103,-48%,-51%,1,103
CC(C)(C)CC(C)(C)NCC(O)COc1ccc2c(c1)CCC2 (configuration not stated),nt,nt,nt,-28,190,nt,nt,28,190
Cc1ccccc1NC1=C(C(=O)c2ccccc2)N(C)S(=O)(=O)c2ccccc21,nt,nt,nt,-32,146,0%,12%,32,146
Clc1ccc(-c2cc3ccccc3nc2N2CCCC2)cc1,nt,nt,nt,0,136,0%,6%,0,136
CCCCN(C)C(=O)CCCCn1c(=O)[nH]c2cc(OCC)c(OCC)cc2c1=O,-12,61,72,19,105,-3%,-37%,-19,105
O=C(CSc1ncn(-c2ccccc2)n1)N1CCc2ccccc21,16,88,72,-1,107,0%,21%,1,107
COc1ccc2c3c(cccc13)N(C)N=C2C,nt,nt,nt,-18,203,20%,-1%,18,203
O=C(Oc1cccc2cccnc12)c1cccs1,-8,2,10,-14,144,4%,-38%,14,144
O=C(CSc1nnc(COc2ccc(Cl)cc2)o1)N1CCN(c2ccccc2)CC1,-5,89,94,nt,nt,-6%,3%,nt,nt
CCn1c2ccccc2c2cc(NC(=O)CSc3nnc(-c4ccccc4)o3)ccc21,nt,nt,nt,-12,140,-22%,-69%,12,140
Cc1cc(C)n(-c2ccc(C(=O)Nc3ccc4c(c3)OCO4)cc2)n1,-11,74,85,7,191,-5%,32%,-7,191
Cc1ccc(OCC(=O)NNC(=O)c2cc3ccccc3o2)cc1,nt,nt,nt,-3,131,-7%,-12%,3,131
CC(=O)Nc1ccc(NC(C)=O)s1,4,101,97,nt,nt,-5%,-23%,nt,nt
COc1cc(C(Nc2ccccn2)c2ccc3ccc(C)nc3c2O)cc(OC)c1O (configuration not stated),-1,0,1,5,105,0%,-102%,-5,105
Fc1ccc(Cn2nnnc2CN2CCN(C3CCCCC3)CC2)cc1,2,96,94,-31,210,-7%,-52%,31,210
Nc1nc(-c2cccc(NS(=O)(=O)c3ccccc3)c2)cs1,-19,71,91,0,167,-7%,-11%,0,167
CCc1nnc(NCC(=O)N2CCc3ccccc32)s1,4,100,96,-9,192,-3%,-77%,9,192
CC1CCCCC1NC(=O)Cn1ncc2ccccc21 (configuration not stated),-7,99,105,7,64,-2%,10%,-7,64
CC(=O)c1c(C)[nH]c(C(=O)NCCN2CCC(C)CC2)c1C,15,100,85,-2,109,13%,-10%,2,109
CCOC(=O)C1=C(c2ccccc2)Nc2c(c(=O)n(C)c(=O)n2C)C1c1ccc(O)c(OC)c1 (configuration not stated),5,92,87,-2,114,0%,-48%,2,114
CCOC(=O)c1c(NC(=O)COC(=O)Cn2cnc3ccccc32)sc(C)c1C,-10,85,96,-27,122,-16%,4%,27,122
CCOC(=O)C(C)Sc1nc(C2CC2)cc(C(F)(F)F)c1C#N (configuration not stated),-18,65,82,15,160,-2%,6%,-15,160
CC1CCN(C(=O)CCNS(=O)(=O)c2ccccc2)CC1,-30,55,85,1,126,-8%,6%,-1,126
CCOc1ccc(NC(=O)CC2C(=O)N(c3ccccc3)C(=S)N2Cc2ccccn2)cc1 (configuration not stated),-17,60,77,-6,148,-7%,-44%,6,148
CN(C)CCCn1c(-c2ccccc2)nc(=S)c2c1CCCC2,6,88,82,nt,nt,-14%,-3%,nt,nt
O=C(N/C=N/O)C1=NOC(CNc2ncc(C(F)(F)F)cc2Cl)C1 (configuration not stated),17,99,83,-9,196,19%,-56%,9,196
Cc1cccc(C(=O)Nc2c(C#N)c(C)c(C)n2Cc2ccccc2)c1,nt,nt,nt,0,135,-1%,-11%,0,135
Cn1c(CNC(=O)Cc2ccc3c(c2)OCO3)nnc1SCc1ccccc1,nt,nt,nt,10,155,-2%,-17%,-10,155
COc1ccc(-c2c3c(=O)n(C)c(=O)n(C)c3cn2-c2cc(OC)ccc2OC)cc1,-31,40,71,3,102,-13%,-43%,-3,102
CCN(CC)S(=O)(=O)c1ccc(C)c(NC(=O)COC(=O)c2ccc(C)c(S(=O)(=O)N3CCOCC3)c2)c1,nt,nt,nt,-4,194,-14%,-77%,4,194
Clc1ccc(CNc2nc(N3CCOCC3)nc(N3CCOCC3)n2)cc1,19,102,84,-11,54,-9%,-44%,11,54
COC(=O)C(C)(C(=O)OC)c1ccc([N+](=O)[O-])cn1,nt,nt,nt,-4,143,9%,10%,4,143
COC(=O)[C@H](C)NC(=O)Nc1ccc(S(N)(=O)=O)cc1,-2,98,100,-2,106,-8%,12%,2,106
CSc1nc(N2CCOCC2)c2c(c1C#N)CC(C)(C)OC2,-15,42,56,12,130,6%,2%,-12,130
COc1ccccc1N1CCN(CCCNC(=O)Nc2ccccc2)CC1,10,96,86,14,77,nt,nt,-14,77
CN1CCN(S(=O)(=O)c2ccc(NC(=O)c3ccco3)cc2)CC1,-4,91,95,2,188,-4%,4%,-2,188
c1ccc2c(N3CCOCC3)nc(N3CCOCC3)nc2c1,-17,64,81,9,123,nt,nt,-9,123
CCN(CC)S(=O)(=O)c1ccc(C(=O)Nc2ncn(Cc3ccccc3)n2)cc1,nt,nt,nt,-1,185,4%,-31%,1,185
O=c1c2c3c(sc2n2cnnc2n1Cc1ccccc1)CN(Cc1ccccc1)CC3,64*,83*,19*,13,172,-11%,-64%,-13,172

Five compounds picked at random from those above:
Molecule,MRP reversal,MRP reversal cytotoxicity,MRP reversal with doxorubicin,NFkB transloc inh,NFkB transloc inh cell count 2 µM,Bcl-B TR3 displacers,PLAP inhibitors HTS,NFkB transloc pot,NFkB transloc pot cell count 2 µM
COc1cc2cc(CN(CCN3CCCC3)C(=O)Nc3ccccc3Cl)c(=O)[nH]c2cc1OC,-4,94,99,-1,103,-48%,-51%,1,103
Cc1nc2ncnn2c(N2CCCC(C(=O)Nc3ccc4c(c3)CCC4)C2)c1C (configuration not stated),-17,64,82,nt,nt,-14%,-105%,nt,nt
Cc1ccc2c(c1)c1c3n2CCCNC3CCC1 (configuration not stated),nt,nt,nt,-16,122,17%,-8%,16,122
O=C(Oc1cccc2cccnc12)c1cccs1,-8,2,10,-14,144,4%,-38%,14,144
CC(C)(C)CC(C)(C)NCC(O)COc1ccc2c(c1)CCC2 (configuration not stated),nt,nt,nt,-28,190,nt,nt,28,190

Next part
Molecule,MRP reversal,MRP reversal cytotoxicity,MRP reversal with doxorubicin,NFkB transloc inh,NFkB transloc inh cell count 2 µM,Bcl-B TR3 displacers,PLAP inhibitors HTS,NFkB transloc pot,NFkB transloc pot cell count 2 µM
O=Cc1c(-[n+]2ccccc2)nc([O-])n1-c1ccccc1,nt,nt,nt,-33,152,9%,-44%,33,152
COCCn1nnnc1C(c1ccccc1)N1CCN(C)CC1 (configuration not stated),4,85,81,11,172,1%,-1%,-11,172
Cc1cc(-c2nnc(SCC(=O)Nc3ccccc3C(F)(F)F)o2)c(C)n1-c1ccccc1,6,93,87,-1,183,-2%,-16%,1,183
CCC1(C)Cc2ccccc2-c2c1c(=O)n(Cc1ccccc1)c1nnnn21 (configuration not stated),30,106,76,7,146,-1%,26%,-7,146
COc1ccc(-n2c(C)c3c(OC)cccc(=O)c3c2C)cc1,nt,nt,nt,2,223,-48%,11%,-2,223
COc1ccc(C2C(C(=O)Nc3cccnc3)=C(C)Nc3nc(-c4ccco4)nn32)cc1 (configuration not stated),nt,nt,nt,-6,163,-4%,0%,6,163
CCOC(=O)Nc1sc2nc(C)cc(C)c2c1-n1cccc1,nt,nt,nt,23,210,6%,1%,-23,210
COC(=O)c1cc2sccc2n1CC(=O)Nc1ccc(OC)c(OC)c1OC,9,94,85,9,145,2%,-27%,-9,145
